Screens as filed in PubChem BioAssay.
Scp-1 inhibitor: inhibitors of human Scp-1 phosphatase; Q9GZU7; Recombinant Scp1, phosphopeptide, malachite green phosphate absorbance; inhibition, % at 20 µM; actives 0.88% (n = 340,000);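 active = inhibition above about 50% at 20 µM, limit read from the data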;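 note: plate controls were DMSO wells with enzyme for no effect and wells lacking enzyme for full effect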
Target sequence (Q9GZU7 76-261 limits assumed): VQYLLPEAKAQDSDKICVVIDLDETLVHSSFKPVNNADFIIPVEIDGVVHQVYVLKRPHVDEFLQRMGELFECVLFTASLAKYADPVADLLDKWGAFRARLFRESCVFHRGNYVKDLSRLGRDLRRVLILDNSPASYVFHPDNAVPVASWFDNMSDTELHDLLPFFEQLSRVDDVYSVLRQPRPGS
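System: SCP-1 catalytic domain; Reagent: Phospho 17-mer peptide substrate; Doses: one concentration, 20 µM, with 1.0% DMSO; Incubation: 45 min room-temperature reaction, 5 min colour, 30 min stabiliser; Signal: Phosphate-binding colour reagent, absorbance read at 630 nm.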
* marks the source's active call; other numbers are inactive results. Some of the compounds tested; count on the stated rates, not on these rows.

SMILES	Scp-1 inhibitor
COc1ccc2nc(Sc3c([N+](=O)[O-])nc(C)n3Cc3ccccc3)[nH]c2c1	-1.1
Cc1c(Cl)cccc1NC(=S)N/N=C/c1ccccc1Cl	2.3
CC(C)c1ccccc1NC(=O)Cn1c(/C=C/c2ccccc2)nc2ccccc21	7.7
CCn1cc(C(=O)NCc2ccccc2OC)c(=O)c2ccc(C)nc21	-1.9
C=CCN1c2ccccc2[C@]23C[C@@H](C(=O)OC)N(C(=O)c4cc(C)oc4C)C2=NC(C(=O)OC)=C(C(=O)OC)[C@H]13	-5.2
NC(=O)C(CC(=O)O)NC(=O)[C@@H]1CCOc2c(I)cc([N+](=O)[O-])cc2C(=O)N[C@@H](CCC(=O)O)C(=O)N[C@@H](CO)C(=O)N1 (stereo partly drawn)	29.5
O=C(Nc1nc2n(n1)C(c1ccc(Cl)cc1)CC(c1ccc(Cl)cc1)N2)c1ccco1 (stereo not drawn)	35.5
CCCCN(C(=O)c1cc(=O)[nH]c2ccccc12)c1c(N)n(CCC)c(=O)[nH]c1=O	-5.8
Cc1c(NC(=O)C(C)OC(=O)c2cccc(S(=O)(=O)N3CCOCC3)c2)c(=O)n(-c2ccccc2)n1C (stereo not drawn)	-1.7
CCOC(=O)C1C(=O)CC(C)(O)C(C(=O)OCC)C1c1ccc(Br)o1 (stereo not drawn)	-5.9
CCOC(=O)C(NC(=O)CCC(=O)Nc1ccc(S(N)(=O)=O)cc1)C(O)c1ccccc1 (stereo not drawn)	-6.2
CCOC(=O)CN1C(=O)N[C@@H](CCc2ccccc2)C(C(C)=O)=C1C	-0.2
COc1ccc2cc3c(N)c(C(=O)N4CCCC4)sc3nc2c1	1.9
CCN(Cc1cc2ccccc2[nH]c1=O)C(=O)c1cccc([N+](=O)[O-])c1	1.3
CCOC(=O)n1cc(-c2cnc(CNC(=O)C(C)(c3ccccc3)c3ccccc3)o2)c2ccccc21	-0.5
O=C1C=CC(=O)C(C2=C3C(=O)N(CCc4ccccc4)CC(=O)N3CCC2)=C1	3.1
COc1ccccc1N1CCN(CCN2C(=O)CC(=C3c4ccccc4-c4ccccc43)C2=O)CC1	-7.3
COc1ccc(C2CC(c3cccs3)=NN2c2ccc(C=O)cc2)cc1 (stereo not drawn)	-11.7
CCOC(=O)N1C2=NC(C(=O)OC)=C(C(=O)OC)[C@@H]3N(Cc4ccccc4)c4ccccc4[C@]23C[C@H]1C(=O)OC	-8.2
O=C(OCc1ccccc1)c1ccccc1O	6.8
O=C(c1cc(C(=O)N2CCOCC2)c2nc3ccccc3n2c1)c1ccccc1O	-4.3
S=C(NCC1CCCO1)n1nnc2ccccc21 (stereo not drawn)	0.5
COc1cc(Br)c(CC(=O)O)cc1OC	2.7
C#CCOCCOCCOCCNc1nc(N2CCN(C(=O)Cn3cc(CC(C)O)nn3)CC2)nc(N2CCN(C(=O)[C@H](C)n3cc(CCCN=C(N)N)nn3)CC2)n1 (stereo partly drawn)	6.7
O=C(NCc1ccco1)C1CCCN(S(=O)(=O)c2cccc3nonc23)C1 (stereo not drawn)	1.1

A different layout for some results above.
SMILES,Scp-1 inhibitor
O=C(c1cc(C(=O)N2CCOCC2)c2nc3ccccc3n2c1)c1ccccc1O,-4.3
COc1ccccc1N1CCN(CCN2C(=O)CC(=C3c4ccccc4-c4ccccc43)C2=O)CC1,-7.3

Next section
SMILES	Scp-1 inhibitor
CC1=C(C(=O)OCc2ccccc2)C(c2ccc(Cl)cc2Cl)NC(=O)N1CCCCCC(=O)O (stereo not drawn)	-0.5
CC1C(c2ccccc2)=NNc2nc3c(c(=O)n(C)c(=O)n3C)n21 (stereo not drawn)	-2.2
CCC1=C(OC(=O)N(CC)CC)N2C(=O)OC(=NCC3CC3)[C@]2(Cc2ccccc2)[C@H]2C1=CC[C@H]1C(=O)N(CC(=O)OC)C(=O)[C@H]12	0.6
O=C(CCC(=O)N1CCN(c2ccc(F)cc2)CC1)c1ccc(F)cc1	2.5
CC1=NNC(=O)C1CCC(=O)N/N=C/c1ccc(C)cc1 (stereo not drawn)	-4.3
CCCN(CCC)C(=O)c1cc([N+](=O)[O-])cc2c1-c1ccc([N+](=O)[O-])cc1C2=C(C#N)C#N	-11.4
Cc1cc2c(nc1C)CCCN2C[C@@H](C)O/N=C1/[C@H]2CCn3c(=O)n(-c4ccccc4)c(=O)n3[C@H]2[C@H](O)[C@@H]2O[C@H]12	-6.5
O=C(CN1CCC(Cc2ccccc2)CC1)Nc1ccc2c(c1)OCCO2	-6.9
Cc1cc(=O)oc2c(CN(CC(C)C)CC(C)C)c(O)ccc12	-0.7
COc1ccc(CCNC(=O)C2CCN(C(=O)c3ccccc3)CC2)cc1	-8.3
CCN(CC)c1ccc2nc3c4ccccc4c(=O)cc-3oc2c1	-0.9
O=C1N[C@@H](Cc2ccccc2)C(=O)N2[C@@H]1C[C@]1(Br)c3ccccc3N(S(=O)(=O)c3ccccc3)[C@H]21	-17.6
O=C(CSC(=S)N1CCCC1)c1cc(Br)cc(Br)c1O	-9.0
O=c1cc(-c2ccccc2Cl)oc2c(NS(=O)(=O)c3ccccc3OC(F)(F)F)ccc(O)c12	-8.1
N#CC1=C(N)N2C(=C(C#N)C1c1ccc(Br)cc1)Nc1ccccc12 (stereo not drawn)	1.2
Clc1ccc(C2[C@H]3CN(Cc4cccnc4)[C@H](c4ccccc4)C34CC2(c2ccccc2)C4)cn1 (stereo partly drawn)	-5.9
Cc1ccccc1C([O-])=Nc1ccc[n+](-c2nc3ccccc3nc2NS(=O)(=O)c2ccccc2)c1	0.1
CCCn1nnnc1SCC(=O)Nc1sc(C)c(C)c1C#N	-12.3
COC(=O)CCCC1=CC2=CC(=O)C(C)(OC(=O)C3CCCC3)C(=O)C2=CO1 (stereo not drawn)	-1.0
CS(=O)(=O)N(Cc1nc2sc3c(c2c(=O)[nH]1)CCCC3)C1CCCCC1	-5.6
O=C(CC1Sc2ncnn2C1=O)Nc1ccc(Cl)cc1 (stereo not drawn)	-5.0
N#Cc1cc([N+](=O)[O-])ccc1NC(=O)COC(=O)CC1CCCC1	-7.4
CCCCC1CCC(C(=O)N(CC(C)C)c2c(N)n(Cc3ccccc3)c(=O)[nH]c2=O)CC1 (stereo not drawn)	-1.1
Cn1ncc(C#N)c1NC(=O)C1CC(c2ccccc2Cl)=NO1 (stereo not drawn)	-4.1
CN1CCN(c2nc3ccccc3nc2C(C#N)S(=O)(=O)c2ccccc2)CC1 (stereo not drawn)	-7.0

As entered above:
O=C(CC1Sc2ncnn2C1=O)Nc1ccc(Cl)cc1 (stereo not drawn) @ Scp-1 inhibitor = -5.0
O=C(CCC(=O)N1CCN(c2ccc(F)cc2)CC1)c1ccc(F)cc1 @ Scp-1 inhibitor = 2.5
CCCN(CCC)C(=O)c1cc([N+](=O)[O-])cc2c1-c1ccc([N+](=O)[O-])cc1C2=C(C#N)C#N @ Scp-1 inhibitor = -11.4
CCCn1nnnc1SCC(=O)Nc1sc(C)c(C)c1C#N @ Scp-1 inhibitor = -12.3

Further records
SMILES	Scp-1 inhibitor
COc1ccc(CCC(=O)Nc2sccc2C#N)cc1	-6.4
C[C@@H]1NC(=O)c2cc([N+](=O)[O-])cc(I)c2OCC[C@@H](C(=O)NC(CC(=O)O)C(N)=O)NC(=O)[C@H](CCC(=O)O)NC1=O (stereo partly drawn)	50.1*
CC1=C(C(=O)OCc2ccccc2)C(c2ccccc2OS(=O)(=O)c2ccc(C)cc2)NC(=O)N1CCCC(=O)O (stereo not drawn)	-11.3
N[C@H]1CONC1=O	-6.3
Cc1ccccc1-n1nc2c(c1NC(=O)c1cc3ccccc3oc1=O)CS(=O)(=O)C2	-6.2
Cn1c(=O)c(C(=O)COC(=O)c2cc(C3CC3)nc3ccccc23)c(N)n(Cc2ccccc2)c1=O	6.4
CCOC(=O)N1CCN(Cc2ccc(O)c3ncccc23)CC1	-5.3
O=C(/C=C/c1ccc(N2CCC(c3ccccc3)=N2)cc1)c1ccccc1	-8.4
CCN1C(=O)C2(C(C(=O)c3cc4ccccc4o3)=C(O)C(=O)N2CCCN(C)C)c2ccccc21 (stereo not drawn)	-3.5
CC(=O)O[C@H]1CC(C)(C)C(=C=C/C(C)=C/C=C/C(C)=C/C=C/C=C(C)/C=C/C=C(\C)C(=O)C[C@@]23O[C@]2(C)C[C@@H](O)CC3(C)C)[C@](C)(O)C1	-1.0
CC1=C(C(=O)Nc2ccccc2)C(c2ccc(C)o2)N2C(=O)CSC2=N1 (stereo not drawn)	14.5
CC1Oc2cc3oc4c(O)c5c(cc4c(=O)c3c(O)c2C1(C)C)C=CC(C)(C)O5 (stereo not drawn)	-6.7
COc1ccccc1Oc1c(C)oc2c(CN3CCN(CCO)CC3)c(O)ccc2c1=O	-3.3
O=C(Cc1cccs1)Nc1ccc(-c2nnn(CC(=O)N3CCOCC3)n2)cc1	78.9*
C[C@@H]1NC(=O)[C@H](CC(N)=O)NC(=O)c2cc([N+](=O)[O-])cc(I)c2OCC[C@@H](C(=O)NC(CC(=O)O)C(N)=O)NC1=O (stereo partly drawn)	41.4
CCc1nn2c(=O)cc(COc3ccc(/C=C4\C(=N)N5N=C(CC(C)C)SC5=NC4=O)cc3)nc2s1	0.9
CC(N=c1ccccn1C(=O)Nc1ccc(Cl)cc1)c1ccco1 (stereo not drawn)	-10.7
CC1(C)CC(=O)C=C(Nc2ccc3c(c2)CCC3)C1	-6.5
CCn1c(=O)c(-c2nc3ccccc3[nH]2)c(O)c2ccccc21	-8.7
CCCNC(=O)c1c[nH]c2ccc(S(=O)(=O)N(C)c3ccc(OCC)cc3)cc2c1=O	-11.2
CC(C)(C)OC(=O)N1CCC(CC2CC(c3cccc(Br)c3)=NO2)(C(=O)NCC2CCCCC2)CC1 (stereo not drawn)	-7.7
COc1ccccc1-c1c(NC(=O)c2ccco2)n(C)c2ccccc2c1=O	2.7
CCCCOC(=O)C(C)Nc1n[nH]c(=S)[nH]c1=O (stereo not drawn)	-14.9
Cc1ccc(Nc2nc(-c3ccc(O)c(O)c3)cs2)nc1	-4.7
Cn1c(=O)c2[nH]c(N/N=C(/C#N)C(N)=O)nc2n(C)c1=O	0.1

An excerpt from above in order of their number in Scp-1 inhibitor, highest first.
SMILES	Scp-1 inhibitor
COc1ccc(CCC(=O)Nc2sccc2C#N)cc1	-6.4
CC1(C)CC(=O)C=C(Nc2ccc3c(c2)CCC3)C1	-6.5
CC1=C(C(=O)OCc2ccccc2)C(c2ccccc2OS(=O)(=O)c2ccc(C)cc2)NC(=O)N1CCCC(=O)O (stereo not drawn)	-11.3

More entries.
SMILES	Scp-1 inhibitor
CC/C(=C/c1sc2ccc(C)cc2[n+]1CCCS(=O)(=O)[O-])SC	-5.3
NC(=O)CC1NC(=O)c2cc([N+](=O)[O-])cc(I)c2OCCC(C(N)=O)NC(=O)[C@@H]2CCCN2C1=O (stereo partly drawn)	6.0
O=C(COC(=O)c1ccc(O)cc1)Nc1ccc(Cl)cc1	-2.5
CN1Cc2sc(NC(=S)NC(=O)c3ccccc3)c(C#N)c2CC1(C)C	2.7
COC(=O)Cc1[nH]c(Cl)nc1C(N)=O	-2.5
COC(=O)CCC(=O)OC1(C)C(=O)C2=COC(c3ccc(OC)cc3)=CC2=C(Br)C1=O (stereo not drawn)	47.3
CC(C)c1nnc(NC(=O)CCC(=O)NC2CCCCC2)s1	-5.1
Cn1c(=O)c(Nc2ccc(Cl)cc2)c2c3c(cccc31)C(=O)c1ccccc1-2	2.7
Cn1c(=O)c2c(ncn2CC(=O)N/N=C/C=C\c2ccccc2[N+](=O)[O-])n(C)c1=O	-0.8
CC(=O)c1cccc(OCC(=O)N(C)CC(=O)Nc2ccc(F)cc2)c1	2.5
COC(=O)C1=C(C)N(CC2CC2)C(=O)N[C@H]1c1ccc(Br)cc1	-11.3
CN(CC(=O)NC(=O)NCc1ccco1)CC(=O)Nc1ccccc1Cl	30.1
Cc1ccccc1N=Nc1c(C)[nH]n(-c2ccccc2)c1=O	-2.5
COC(=O)C1=C(C(=O)OC)[C@@H]2N(C)c3ccc(OC)cc3[C@@]23C[C@@H](C(=O)OC)N(C(=O)NCCBr)C3=N1	-11.4
CCCCn1c(=O)[nH]c(=O)c2c1nc(-c1ccc(-c3ccc(F)cc3)o1)n2C	-4.0
CCC(C)Sc1ccc(-c2nc3ccc(C)cn3c2NC2CCCCC2)cc1 (stereo not drawn)	24.2
CCOC(=O)c1ccc(N2C(=O)CC(NC3CCN(C(=O)c4cccc(Cl)c4)CC3)C2=O)cc1 (stereo not drawn)	3.6
C[C@@H]1NC(=O)c2cc([N+](=O)[O-])cc(I)c2OCC[C@@H](C(=O)NC(CC(=O)O)C(N)=O)NC(=O)[C@H](CC(N)=O)NC1=O (stereo partly drawn)	27.7
CCn1cc(CNC(=O)CCSc2nc(-c3ccco3)cc(C(F)(F)F)n2)cn1	-4.8
O=C(N/N=C/c1sc(N2CCOCC2)nc1-c1ccccc1)c1ccccc1F	1.3
COc1ccc2c(c1)O[C@@H](c1cccc(C(F)(F)F)c1)[C@H](OC(=O)Nc1ccc(OC(F)F)cc1)C2=O	-11.4
CC(=O)Nc1ccc(S(=O)(=O)NCC2CCC(C(=O)NCCCOC(C)C)CC2)cc1 (stereo not drawn)	-13.5
COc1ccc(C(=O)Oc2c(CN3CCOCC3)cc(Cl)c3cccnc23)cc1OC	-16.1
Cc1noc(/C=C/N(C)C)c1S(=O)(=O)N(C)CC(=O)N1CCc2ccccc21	-4.2
Nc1ccc(Cc2nc3cc4ccccc4cc3[nH]2)cc1	6.7

More records follow:
SMILES	Scp-1 inhibitor
COc1ccc2c(c1)CCNC2Cc1ccc(OC)c(O)c1 (stereo not drawn)	0.6
CC(=O)C1=C(O)C(=O)N(CCCN2CCOCC2)C1c1ccccc1[N+](=O)[O-] (stereo not drawn)	-3.8
COc1ccc(C(=O)N(C)C2CCN(C)CC2)cc1S(=O)(=O)Nc1cc(Cl)ccc1Cl	-1.7
C[C@H]1CC[C@H]2C(=O)N[C@H](Cc3ccccc3)C(=O)N2[C@@H]1c1ccccc1	-0.2
Nc1ccc(Br)c2c1C(=O)c1ccccc1C2=O	-6.7
CCN1CCCC1CN(Cc1cc2cc(C)cc(C)c2[nH]c1=O)C(=O)Nc1ccccc1OC (stereo not drawn)	-4.9
Cc1nn2c(N3CCN(C(=O)c4ccco4)CC3)cc(C(C)(C)C)nc2c1-c1ccccc1	10.5
